mcGAS lum = mouse cGAS inhibition by luminescence; recombinant cGAS, Kinase-Glo ATP depletion luminescence; Q8C6L5; inhibition, % at 12.5 µM; AID 1259399; 0.15% of 160,000 active;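 further: 0% = negative control wells and 100% = reference inhibitor with no enzyme activity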
NPYLR7 ag = mosquito NPYLR7 agonism; HEK293T NPYLR7/Galpha15, GCaMP6s calcium fluorescence; activation, % at 10 µM; 0.15% of 270,000 active; in the data active means activation above about 40%;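 further: 0% = vehicle and 100% = reference agonist at the receptor; some compounds past the cut are filed as inactive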
hcGAS inh = inhibitors of human cGAS | Q8N884 | 0.081% of 290,000 active | recombinant h-cGAS, ATP depletion, Kinase-Glo luminescence | inhibition, % at 12.5 µM;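 further: 0% = vehicle reaction and 100% = reaction without DNA for no activity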
Target sequence (Q8N884 whole entry, looked up): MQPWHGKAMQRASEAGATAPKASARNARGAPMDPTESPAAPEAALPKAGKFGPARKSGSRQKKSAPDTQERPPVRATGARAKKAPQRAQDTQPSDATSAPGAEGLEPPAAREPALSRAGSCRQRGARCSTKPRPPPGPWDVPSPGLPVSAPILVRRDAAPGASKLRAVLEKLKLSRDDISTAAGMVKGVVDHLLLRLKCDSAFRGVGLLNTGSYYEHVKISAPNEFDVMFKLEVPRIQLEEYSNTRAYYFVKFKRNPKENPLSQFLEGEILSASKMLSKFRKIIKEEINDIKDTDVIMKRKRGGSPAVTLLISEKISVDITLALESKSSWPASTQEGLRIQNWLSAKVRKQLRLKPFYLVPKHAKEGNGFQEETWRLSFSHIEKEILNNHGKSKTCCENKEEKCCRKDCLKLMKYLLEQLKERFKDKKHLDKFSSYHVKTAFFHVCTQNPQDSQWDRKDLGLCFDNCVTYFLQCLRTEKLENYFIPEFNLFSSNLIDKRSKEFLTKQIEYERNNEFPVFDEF
Numbers without * were called inactive; . = no result given; & = joins results of further samples. Unless noted, no stated cut-off is given here; in the data, active means inhibition above about 40%; inactive means the rest.

Screens in order: NPYLR7 ag	hcGAS inh	mcGAS lum
1. COc1ccccc1-c1cc(C(=O)N2CCN(c3ccccc3Cl)CC2)nc2c(-c3ccccc3)c(C)nn12
  -3	-1	-5
2. CC1CN(C)CCC1N(C)C(=O)C1CCCN(C(=O)N(C)C)C1 (stereo unspecified)
  9	-7	.
3. CS(=O)(=O)CC(=O)N1CCC(c2cc(Cc3ccccc3)[nH]n2)CC1
  -6	-3	.
4. CN(C)c1ccc(NC(=O)CSc2nnc3ccccn23)cc1
  24	-5	.
5. O=C(NCCNc1ncccn1)N(CC1CC1)C1CCCCC1
  10	-7	.
6. Cc1c(C(=O)NCc2ccccc2C(F)(F)F)sc(=O)n1Cc1ccc2ccccc2c1
  9	-7	.
7. Cn1ncc2c(NCc3n[nH]c4c3CCCCC4)nc(-c3cccnc3)nc21
  6	0	.
8. COc1cc(OC)cc(C(=O)N2CCSC23CCN(C(=O)c2ccc([N+](=O)[O-])cc2Cl)CC3)c1
  10	-7	-7
9. CCOC(=O)c1c(NC(=O)c2c(F)ccc(F)c2F)c(-c2ccc(OC)c(OC)c2)cn1Cc1ccccc1
  7	-6	-7
10. CN(Cc1ccc(C(F)(F)F)cc1)Cc1cc2c(cc1O)OCO2
  9	-7	.
11. O=c1[nH]nc(CCNc2ccccc2)n1-c1ccc2c(c1)OCO2
  8	-3	-17
12. O=C(NCC1Cc2cc(Oc3ccccc3)ccc2O1)c1cccc([N+](=O)[O-])c1 (stereo unspecified)
  0	-4	-8
13. CCOC(=O)C1=C(C)N=c2s/c(=C/c3cccs3)c(=O)n2C1c1ccccc1F (stereo unspecified)
  -2	-10	-5
14. Cc1ccc(CN=C(CC#N)c2ccc(F)cc2)cc1
  4	4	.
15. Cc1ccccc1CSc1nnc(CNC(=O)Nc2cccc(F)c2)n1-c1ccc([N+](=O)[O-])cc1
  19	-1	-4
16. Cc1ccc2oc(=O)n(CC(=O)NC3CCC(n4cnnc4)CC3)c2c1 (stereo unspecified)
  3	-3	-11
17. O=C(c1ccc([N+](=O)[O-])o1)N1CCCCCC1
  6	-5	.
18. CCCCC(CC)C(=O)N1CCC(n2nc(C(=O)OCC)cc2-c2ccc(F)cc2)CC1 (stereo unspecified)
  1	-1	-4
19. Cn1cc(S(=O)(=O)NCC(C)(C)c2ccc3c(c2)OCO3)cc1C(N)=O
  10	-9	.
20. COC(=O)c1occc1C1Nc2ccccc2C(=O)N1c1cccc(C)c1 (stereo unspecified)
  2	-3	.
21. Cc1ccc(/C=C/c2nc(-c3ccccc3O)n[nH]2)o1
  17	1	.
22. CCC(C)c1ccccc1OCC(=O)Nc1ccc(S(=O)(=O)N(C)Cc2ccccc2)cc1 (stereo unspecified)
  15	-6	.
23. Cc1ccc(NC(=O)C2CCCCC2)c(NC(=O)C(C)n2ccnc2)c1 (stereo unspecified)
  13	-5	-8
24. COc1ccc(C(C)C)cc1-c1cnn2c(NCc3cc(OC)c(OC)c(OC)c3)ccnc12
  0	-8	-3
25. CN1CCCn2nc(C(=O)NCCOc3cccc4cccnc34)cc2C1
  -1	-3	.
26. O=C1CC(Nc2ccc3c(c2)OCCCO3)C(=O)N1CCc1ccccc1F (stereo unspecified)
  4	-9	.
27. O=C(c1cccc(F)c1)N(Cc1ccc(C(F)(F)F)cc1)CC1CC(c2ccc(F)cc2)=NO1 (stereo unspecified)
  0	1	-5
28. CCCn1c(=O)c(C(=O)NCCCOC)nn(-c2ccc(C)cc2)c1=O
  15	-6	-4
29. CN(Cc1cccc(Cl)c1)C(=O)c1nc2n(n1)-c1ccccc1S(=O)(=O)N2
  1	-2	-9
30. COc1ccc(Br)c(C(=O)NCCOc2ccc3ccccc3c2)c1
  3	-6	-8

Continuation.
Screens in order: NPYLR7 ag	hcGAS inh	mcGAS lum
31. CC(C)(C)c1csc(NC(=O)C23CC4CC(CC(C4)C2)C3)n1
  -6&-2	1&-4	.
32. CCOC(=O)C1=C(O)/C(=C\c2ccc(O)c(C)c2)SC1=Nc1ccc(F)cc1
  -15	0	0
33. Cc1cc(O)c(CN(C)Cc2cnn(C)c2)cc1C
  2	-15	-7
34. CCOc1ccc(NC(=O)N2CCc3cc(OC)c(OC)cc3C2CNC(=O)c2ccco2)cc1 (stereo unspecified)
  .	-2	-5
35. COc1ccc(C(NC(=O)C2CCN(CCCc3ccccc3)CC2)c2cccs2)cc1 (stereo unspecified)
  17	-7	-3
36. CCOC(=O)C1CCN(C(=O)c2ccc(-n3nc(C)c(CCC(=O)OC)c3C)cc2)CC1
  0	-1	-4
37. CC1(C(=O)N2CCCCC2)CCN1C(=O)Cc1ccc(-c2ccccc2)cc1 (stereo unspecified)
  4	-7	-5
38. O=C(Nc1ccc2oc(=O)[nH]c2c1)C1CCN(c2ccc(Cl)cn2)CC1
  19	-5	-17
39. CCc1ccc(S(=O)(=O)N2CCN(c3ccc(-c4ccc(C)cc4C)nn3)CC2)s1
  .	-3	-7
40. COc1ccc(NC(=O)CCC2CCCN(Cc3nc4c(s3)CCCC4)C2)c(C)c1 (stereo unspecified)
  0	-10	-12
41. Cc1ccc(-c2ccc(CCC(=O)NCCCOC(C)C)n2-c2ccc(CC#N)cc2)c(C)c1
  -4	-3	-10
42. CCOC(=O)c1cnc(-c2ccc(C(F)(F)F)cc2)nc1NCCSCc1ccco1
  19	-9	-6
43. CCCc1ccc2oc(C(=O)N(C)C3CCOCC3)c(C)c2c1
  -1	-11	-11
44. CCOC(=O)c1nn(-c2ccccc2Cl)c(=O)cc1OCC(=O)NCc1ccc2c(c1)OCO2
  12	-4	.
45. O=C(c1csc2c1CCCC2)N1CCCC(Nc2ccc3c(c2)OCCO3)C1 (stereo unspecified)
  1	4	1
46. COC(=O)C1=C(C(=O)OC)C2(O)CC(C)(C)N1C(C)(C)C2
  .	-7	-5
47. COCC(=O)NC1CCc2[nH]c3ccc(Br)cc3c2C1 (stereo unspecified)
  22	-4	-2
48. CC1(C)ON=C(c2ccc3c(c2)OCO3)N(Cc2cccc(F)c2)C1=O
  5	-4	.
49. CN(C)c1cccc(C(=O)N2CCN(c3ccc(NC(=O)c4ccccc4F)cn3)CC2)c1
  3	-3	-6
50. CCOc1ccc(-n2c(C(CC)N(CC)C(=O)NC34CC5CC(CC(C5)C3)C4)nc3ccccc3c2=O)cc1 (stereo unspecified)
  22	-3	-5
51. COc1ccc(Nc2ncccc2C(=O)N2CCN(C(=O)c3cc(-c4ccccc4)nc4ccccc34)CC2)cc1
  -8	-5	-3
52. COc1cccc(C(=O)Nn2cnc3c(cnn3C(C)(C)C)c2=O)c1
  1	-13	.
53. O=C(NCc1nnc(SCC(=O)N2CCc3ccccc32)n1-c1ccc(Cl)c(Cl)c1)c1c(F)cccc1Cl
  -5	-3	.
54. O=C1Sc2ccc(Br)c3cccc1c23
  18	-2	.
55. COc1ccccc1N(C)CC(=O)Nc1nc(C)c(C)s1
  -4	-10	.
56. Cc1cccnc1C(NC(=O)C1CCN(C(=O)NC(C)(C)C)CC1)c1ccc(F)cc1 (stereo unspecified)
  6	-2	-2
57. O=C([C@H]1[C@H]2C=C[C@]3(CN(C4CCCCC4)C(=O)[C@@H]13)O2)N1CCn2cncc2C1
  2	-11	-13
58. CC(=O)Nc1ccc(Sc2cc(=O)n3cc(C)ccc3n2)cc1
  3	-3	.
59. Cc1cncc(C(=O)N2CCC(Cn3cc(-c4ccsc4)nn3)CC2)c1
  0	-5	.
60. O=C(c1cccs1)N(CCN1CCOCC1)Cc1nccn1Cc1ccccc1F
  5	-12	-5

4 compounds already listed, arranged by heavy-atom count, smallest number first:
Screens in order: NPYLR7 ag	hcGAS inh	mcGAS lum
38. O=C(Nc1ccc2oc(=O)[nH]c2c1)C1CCN(c2ccc(Cl)cn2)CC1
  19	-5	-17
45. O=C(c1csc2c1CCCC2)N1CCCC(Nc2ccc3c(c2)OCCO3)C1 (stereo unspecified)
  1	4	1
42. CCOC(=O)c1cnc(-c2ccc(C(F)(F)F)cc2)nc1NCCSCc1ccco1
  19	-9	-6
36. CCOC(=O)C1CCN(C(=O)c2ccc(-n3nc(C)c(CCC(=O)OC)c3C)cc2)CC1
  0	-1	-4

Carrying on:
Screens in order: NPYLR7 ag	hcGAS inh	mcGAS lum
61. COc1cccc(CN2C(=O)C3(SCCN3C(=O)NCc3ccccc3)c3ccccc32)c1 (stereo unspecified)
  3	-9	-4
62. Cc1ccc(C(=O)N2CCOC(Cc3ccccc3)C2)c(Cl)n1 (stereo unspecified)
  -1	-4	-7
63. Cc1nc2ccc(C(=O)NCC(C)C)cc2nc1C
  -7	1	.
64. O=C(COC(=O)c1ccccn1)NC(=O)c1ccccc1
  12	-5	.
65. COc1nccnc1-c1cccc(CN2CCOCC2)c1
  11	-5	.
66. COc1cc(CNc2ccc3ncc(-c4cnn(Cc5ccccc5)c4)n3n2)cc(OC)c1OC
  -2	-5	.
67. O=C(Cc1cc2c(cc1Cl)OCCO2)N1CCOC(C(F)(F)F)C1 (stereo unspecified)
  6	-6	-9
68. O=C(Cn1c(=O)n(-c2ccc(F)cc2F)c(=O)c2ccc(Cl)cc21)NCc1ccccn1
  -12	5	-1
69. CC1CCN(C(=O)c2cc(-c3ccccc3)nc3cc(C(C)(C)C)nn23)CC1
  9	-5	-8
70. COc1ccc(S(=O)(=O)c2cn(C)c3cc(N4CCC(C)CC4)c(F)cc3c2=O)cc1
  -13	-5	-9
71. CCN(CC)C(CNC(=O)CN1CCSC1=O)c1cccc(OC)c1 (stereo unspecified)
  8	-9	.
72. O=C(Nc1cccc(Cl)c1Cl)N1CCC2(CC1)SCCN2C(=O)c1ccc(Br)cc1
  19	-4	-6
73. O=S(=O)(c1cccc2nonc12)N1CCCc2ccccc21
  5	3	.
74. CCOC(=O)c1cc(-c2ccc(N3CCN(C(=O)c4ccc(F)c(F)c4F)CC3)cc2)n(-c2ccc(OC)cc2)n1
  .	-9	-6
75. CC(C)N1CCC(C)(C(=O)Nc2nccc3cccnc23)C1 (stereo unspecified)
  0	-13	.
76. Cc1nnc2n1CCN(C(=O)c1cn(-c3ccccc3)nn1)CC2
  0	1	.
77. CC1CN(C(=O)CCN2CCc3sccc3C2c2cccc(F)c2)CCN1C(=O)c1ccc(Cl)c(Cl)c1 (stereo unspecified)
  13	-4	-4
78. COC(=O)NC1(C(=O)Nc2ccc(OC(C)C)cc2C)CCCC1
  -2	-8	-17
79. C=CCn1c(SCC(=O)N(CC)CC(=O)NC2CCS(=O)(=O)C2)nc2ccccc2c1=O (stereo unspecified)
  9	-8	.
80. O=C(CSc1nnnn1Cc1cccs1)N1CCNC1=O
  8	-5	.
81. COc1cccc(CNC(=O)c2c(O)nc3sccn3c2=O)c1
  -4	3	10
82. CCOC(=O)[C@@H]1CN2CCN(C(=O)N(C)C)C[C@@H]2[C@H]1c1ccccc1
  -2	2	5
83. S=c1[nH]nc(C2(c3ccc(Cl)cc3)CCC2)n1-c1cccc2ccccc12
  -1	-7	-2
84. OCC[n+]1cccc2ccccc21
  6	-1	.
85. CCn1cncc1CN1CCC(Cn2cc(CO)nn2)CC1
  -1	-7	-10
86. CN1CCC(CNc2ccccc2S(=O)(=O)C(F)(F)F)C1 (stereo unspecified)
  6	-9	.
87. OCC1(Cc2cccc(C(F)(F)F)c2)CCN(Cc2ccnc3ccccc23)CC1
  0	-2	.
88. Cc1c(C(=O)N2CCC(C(N)=O)C2)cnn1C1CCS(=O)(=O)C1 (stereo unspecified)
  4	-2	.
89. COCCN1C(=O)N(Cc2cccnc2)C(=O)C12CCN(C/C(C)=C/c1ccco1)CC2
  -6	-10	-1
90. CC(=O)Nc1cc(-c2cccc(N)c2)cn2c(-c3ccc(C(C)=O)cc3)cnc12
  -6	-4	-7

New compounds follow:
Screens in order: NPYLR7 ag	hcGAS inh	mcGAS lum
91. COc1ccc(CNC(=O)Cn2cnc3c([nH]c4ccc(C)cc43)c2=O)cc1
  5	-4	-7
92. Cc1nc2ncccc2cc1C(=O)NCc1cccnc1Oc1ccccc1
  2	-2	-13
93. COc1ccccc1CCNC(=O)c1cncn1-c1ccc(-c2cc(C(F)(F)F)cc(C(F)(F)F)c2)cc1
  14	-1	-7
94. O=C(NC(c1ccccc1)c1ccsc1)C1CCNCC1 (stereo unspecified)
  7	-2	-3
95. O=C(c1ccco1)N1CCN(C(C(=O)N2CCCCC2)c2ccccc2)CC1 (stereo unspecified)
  6	-8	.
96. Cc1ccc(N2CCN(C(=O)c3ccccc3N3CCC(NC(=O)Cc4ccccc4)CC3)CC2)cc1C
  -1	-3	.
97. CCOC(=O)c1cc(-c2cccc(NC(=O)Cc3ccc(F)cc3)c2)n(-c2ccc(OC)cc2)n1
  23	-4	-7
98. c1ccc(-c2nc(CSC3=NCCCN3)cs2)cc1
  2	-1	.
99. O=C(O)c1cccc(NC(=O)c2ccc(Cl)c(S(=O)(=O)N3CCCCCC3)c2)c1
  -4	-6	-3
100. CCOC(=O)N1CCN(C(=O)CC(c2ccc(OC)cc2OC)c2c[nH]c3ccccc23)CC1 (stereo unspecified)
  7	5	0
101. CCc1nc2ccc(C(=O)N3CCN(C(=O)c4ccco4)CC3)cn2c1N(CC)C(C)=O
  -5	-3	-5
102. CC1CCCC(N2CCC(N3CCN(CCO)CC3)CC2)C1 (stereo unspecified)
  6	-6	.

Two records drawn at random from the list so far:
Screens in order: NPYLR7 ag	hcGAS inh	mcGAS lum
101. CCc1nc2ccc(C(=O)N3CCN(C(=O)c4ccco4)CC3)cn2c1N(CC)C(C)=O
  -5	-3	-5
100. CCOC(=O)N1CCN(C(=O)CC(c2ccc(OC)cc2OC)c2c[nH]c3ccccc23)CC1 (stereo unspecified)
  7	5	0
